# JMJD2C inh: blocks human GASC-1 demethylase activity; hit rate 0.069% among 330,000; Q9H3R0; inhibition, % at 2.35 µM; GST-JMJD2C(1-420) H3K9me3 demethylation, DELFIA europium;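 active means more than half of a compound's replicate wells show inhibition beyond 50%, single wells judged on their own value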;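 further: signal counts dimethyl H3K9 product captured on neutravidin plate; 0% = median of DMSO wells and 100% = 0.3 times that DMSO median; strong numbers were not always called active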
# Target sequence (Q9H3R0 1-420 limits assumed): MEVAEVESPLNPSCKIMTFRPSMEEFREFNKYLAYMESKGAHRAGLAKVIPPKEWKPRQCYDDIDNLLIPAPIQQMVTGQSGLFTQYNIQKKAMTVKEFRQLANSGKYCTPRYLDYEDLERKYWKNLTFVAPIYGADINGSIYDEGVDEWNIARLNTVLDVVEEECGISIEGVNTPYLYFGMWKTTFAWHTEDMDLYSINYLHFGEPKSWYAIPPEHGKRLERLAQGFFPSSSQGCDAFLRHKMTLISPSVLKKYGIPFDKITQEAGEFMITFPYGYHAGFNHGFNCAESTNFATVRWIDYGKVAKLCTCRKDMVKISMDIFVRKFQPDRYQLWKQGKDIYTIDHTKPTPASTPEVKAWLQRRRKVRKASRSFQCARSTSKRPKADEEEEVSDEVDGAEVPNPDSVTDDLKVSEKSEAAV
# EBNA-1 inh: blocks EBNA-1 binding to DNA. EBNA-1 DNA binding, fluorescence polarization. AID 1950. hit rate 0.34% among 300,000. inhibition, % at 14.8 µM; in the data active means inhibition above about 28%
# Fh CTSL1 inh: cathepsin L1 inhibition, PFM18AAP counter-screen | inhibition, % at 5.96 µM | AID 1906 | hit rate 0.49% among 300,000 | recombinant F. hepatica cathepsin L1, Z-Leu-Arg-MCA fluorescence;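 active means inhibition above the mean of all tested compounds plus 3 SD, set per screening campaign, cut at about 17% in these data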;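 further: 0% = plate median of test compound wells and 100% = 1 µM Z-Phe-Ala-diazomethylketone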
# PP1 counter: PP1-alpha (human) inhibition in PP5 counter-screen | P62136 | purified PP1alpha, OMFP fluorescence | inhibition, % at 6.7 µM | hit rate 0.9% among 320,000 | AID 2235;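 active means inhibition above the mean inhibition of all tested compounds plus 3 SD, computed separately for each screening campaign, cut at about 15% in these data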
# Target sequence (P62136 whole entry, looked up): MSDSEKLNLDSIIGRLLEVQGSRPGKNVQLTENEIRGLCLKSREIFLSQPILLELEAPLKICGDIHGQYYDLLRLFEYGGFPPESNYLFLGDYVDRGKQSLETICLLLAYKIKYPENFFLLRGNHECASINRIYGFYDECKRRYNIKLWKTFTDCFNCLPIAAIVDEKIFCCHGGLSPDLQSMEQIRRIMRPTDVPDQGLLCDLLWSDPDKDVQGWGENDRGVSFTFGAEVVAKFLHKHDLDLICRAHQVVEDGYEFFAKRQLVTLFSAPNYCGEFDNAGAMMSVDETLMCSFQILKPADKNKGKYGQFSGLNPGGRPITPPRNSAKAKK
# TPT1 inhibitor: inhibitors of Candida albicans tRNA 2'-phosphotransferase TPT1; recombinant caTPT1, FP RNA substrate dephosphorylation; inhibition, % at 5 µM; hit rate 0.81% among 300,000; AID 1962;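 active means inhibition above the mean of all tested compounds plus 3 SD, set per screening campaign, cut at about 24% in these data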;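 further: plate controls were DMSO alone for no effect and ferristatin control at 100 nM for full effect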
# ZTA DNA inh: counter-screen for EBNA-1 inhibitors: inhibitors of Epstein-Barr virus ZTA. P03206. ZTA-DNA binding, fluorescence polarization. inhibition, % at 11 µM. hit rate 0.15% among 320,000. AID 2234; in the data active means inhibition above about 33%
# Target sequence (P03206 whole entry, looked up): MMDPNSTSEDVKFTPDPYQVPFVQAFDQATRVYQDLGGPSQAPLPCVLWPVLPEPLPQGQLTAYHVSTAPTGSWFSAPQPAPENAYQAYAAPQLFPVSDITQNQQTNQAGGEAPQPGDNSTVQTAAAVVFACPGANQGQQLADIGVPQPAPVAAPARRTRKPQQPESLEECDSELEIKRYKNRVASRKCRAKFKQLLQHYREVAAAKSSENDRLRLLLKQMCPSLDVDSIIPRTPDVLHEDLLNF
# CR mimetic SO: yeast age-related superoxide inhibition as caloric restriction mimetic; S. cerevisiae aged cells, superoxide DHE fluorescence; stronger effect = lower value; superoxide response (% of plate mean), % at 10 µM; hit rate 0.18% among 330,000;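 active means superoxide response under a set limit, about three screen SD below normal, cut at about 65% in these data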;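 further: yeast aged for seven days with compound at 30 °C before DHE staining; 100% = average MFI of all compound-treated wells on the plate with controls excluded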
# HCV core dimer: blocks dimerization of HCV core protein; TR-FRET GST/Flag-core106 dimerization, 1536-well; inhibition, % at 5 µM; hit rate 0.33% among 300,000; AID 1899;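 active means inhibition above the mean of all tested compounds plus 3 SD, set per screening campaign, cut at about 45% in these data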
#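 assay system = GST-tagged and Flag-tagged HCV core protein residues 1-106 | controls = unlabelled core106 and no-GST-core106 wells | incubation = compound-protein-antibody incubation 4 h at 22.5 °C | probe or stimulus = Eu donor and XL665 acceptor anti-tag antibodies | read-out = % inhibition based on acceptor/donor emission ratio | signal = TR-FRET 671 and 617 nm emission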
# PP5 primary: blocks human protein phosphatase 5 activity | inhibition, % at 6.7 µM | hit rate 0.18% among 320,000 | P53041 | AID 1987 | purified PP5c, OMFP substrate fluorescence;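 active means inhibition above the campaign's mean inhibition across all tested compounds plus 3 SD, cut at about 9.5% in these data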;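 further: 0% = DMSO only and 100% = 100 µM cantharidin control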
# Active calls of the source: *; · = not tested or not shown; & = joins results of further samples.
structure,TPT1 inhibitor,ZTA DNA inh,PP5 primary,HCV core dimer,Fh CTSL1 inh,JMJD2C inh,EBNA-1 inh,CR mimetic SO,PP1 counter
OC1=C(O)c2nc3cc(C(F)(F)F)ccc3nc21,-2,9,0.4,-23,-2,-12,-3,83,1
Cc1ccccc1NC(=O)Cc1nnc(SCc2ccc(Cl)c(Cl)c2)n1C,2,-7,-0.4,0,2,-3,7,101,3
Cc1ccc(S(=O)(=O)N2CCOCC2)cc1NC(=O)CSc1nnc2cc(C)c3ccccc3n12,0,-2,-0.7,1,5,-10,-8,96,2
CN(C)C(=O)CSc1nc2ccccc2n1Cc1ccccc1,1,-2,-0.9,1,4,-1,-1,93,-2
Cc1nnc(NC(=O)CN2CCN(Cc3c(Cl)cccc3Cl)CC2)s1,4,8,4.0,1,-1,-1,-11,96,-3
Cc1ccn(CCC(=O)NC2CC(C)(C)Cc3c2cnn3-c2ccccc2C)n1 (configuration not stated),-2,6,-0.6,5,0,2,4,114,-3
CCCn1nnc2ccccc2c1=O,0,1,-1.3,-1,1,0,13,107,-4
CCc1ccc2c(CN3CCN(S(=O)(=O)c4cccs4)CC3)cc(=O)oc2c1,0,-5,2.2,11,-1,5,4,89,1
CCN(C(=S)NC(=O)c1ccccc1Br)C1CCCCC1,0,-18,3.9,-3,0,1,-3,85,4
Cc1ccc(C2=NN(CC(=O)NCc3cccnc3)C(=O)CC2)cc1,-3,-9,0.8,-6,-2,2,-4,92,-1
CCN1CCN(C(=S)NCC(C)C)CC1,0,27,1.1,-7,0,0,7,93,3
CC(C)(C)OC(=O)N1CCC[C@H]1C(=O)Nc1ccc(C#N)cc1,1,-18,0.9,1,-2,12,-7,99,-1
COc1cc(OC)cc(C(=O)NNS(=O)(=O)c2ccc(F)cc2)c1,-1,6,-0.2,0,0,2,3,92,-2
O=C(CN1C(=O)NC2(CCCCCC2)C1=O)c1ccc(F)cc1,-4,-11,-1.5,0,-3,3,-2,92,-5
Cc1ccc(C2CC(c3cccs3)=NN2C(=O)CSc2nc(=O)n3ccc(C)cc3n2)cc1 (configuration not stated),8,-22,-1.9,61*,11,3,6,111,22*

# Additional structures:
structure,TPT1 inhibitor,ZTA DNA inh,PP5 primary,HCV core dimer,Fh CTSL1 inh,JMJD2C inh,EBNA-1 inh,CR mimetic SO,PP1 counter
CC(C)Cn1c(SCC(=O)NC2CCCc3ccccc32)nc(O)cc1=O (configuration not stated),0,12,3.1,-1,-2,1,1,101,6
Cc1[nH]n(-c2ccccc2)c(=O)c1/C=N/Nc1nncc(-c2ccccc2)n1,2,-6,1.4,-16,6,-11,-6,140,17*
Nc1ccc(C23CC4CC(CC(CO)(C4)C2)C3)cc1,2,-7,2.3,-2,3,2,-13,112,2
O=c1c2cc(Br)ccc2nc2n1CCCCC2,5,-7,-5.7,-8,6,112,26,94,-8
Cc1cccc(NC(=O)c2ccc(NC(=O)c3ccccc3Br)cc2)c1,-6,2,2.6,5,0,5,-3,101,5
CC(=O)c1ccc(S(=O)(=O)Nc2cccc(S(=O)(=O)NC3=NCCC3)c2)cc1,-2,-11,-8.0,-1,14,-2,-2,87,-9
O=C(NCCCN1CCOCC1)c1ccc2c(c1)N(Cc1ccccc1)C(=O)c1ccccc1S2=O (configuration not stated),2,-14,-3.0,-3,4,1,-12,97,-6
Cc1ccc(Cl)cc1NC(=O)CNCC(c1ccccc1)N(C)C (configuration not stated),-2,-4,2.3,-2,2,-11,-1,105,-3
CCN(CC)CCCn1c2c(c(SCC(=O)Nc3cccc4ccccc34)nc1=O)CCC2,-1,8,1.3,-2,6,-4,-1,95,3
O=C(NCc1ccccc1OC(F)(F)F)C1CCC(=O)N(CCc2ccccn2)C1 (configuration not stated),0,-10,1.4,-1,-2,0,1,110,-7
CCN(CC)S(=O)(=O)c1ccc(NC(=O)c2ccc(Sc3nncn3C)c([N+](=O)[O-])c2)cc1,-3,2,2.2,-6,-4,2,-5,99,-2
COc1ccc(C(=O)NCC(=O)N/N=C/C(C)=C/c2ccco2)cc1OC,1,1,-2.4,0,1,-11,5,85,-1
O=C(NN1C(=O)c2ccccc2NC1c1ccccn1)c1ccccc1 (configuration not stated),-1,-12,0.8,-11,-4,-4,-4,97,-3
COCC(C)NS(=O)(=O)c1ccccc1 (configuration not stated),-9,-7,0.9,0,0,-25,1,77,-3
O=C1c2ccccc2C(=O)N1CN(C(=O)c1ccccc1[N+](=O)[O-])c1ccc(F)cc1,-1,-15,3.2,3,6,0,-6,90,0

# Continuation:
structure,TPT1 inhibitor,ZTA DNA inh,PP5 primary,HCV core dimer,Fh CTSL1 inh,JMJD2C inh,EBNA-1 inh,CR mimetic SO,PP1 counter
CC(C)(C)N1C(=O)c2ccc(C(=O)Nc3nccs3)cc2C1=O,-3,2,3.1,0,2,4,7,103,0
CC(C)CC(CO)N1CCN(C(=O)c2ccc(Cl)c(Cl)c2)CCC1=O (configuration not stated),0,5,0.0,6,2,8,2,97,-4
COc1ccc(NC(=O)Nc2ccc(N(C)C)cc2)cc1,6,-4,3.3,-22,0,2,-4,103,-5
O=C(O/N=C1\CCS(=O)(=O)c2sccc21)C1CC1,-4,-3,-2.0,-1,-27,10,-16,102,3
CN(CC(=O)Nc1c(Cl)cccc1Cl)C(=O)c1cc(-c2cccs2)nn1-c1ccccc1,0,2,-0.7,9,-3,14,2,103,0
CCC(=O)Nc1nnc(SCc2ccc(F)cc2)s1,2,-10,0.2,1,-2,-2,7,94,2
Cc1ccc(-n2c(CNc3ccc(F)cc3)nnc2SCC(=O)NCc2ccco2)cc1,-2,5,-0.6,3,4,-17&3,4,96,-1
Cc1ccc(CCNC(=O)CNC(=O)c2cccs2)cc1,1,7,-0.8,4,-5,-2,12,100,-8
CC(CCc1ccccc1)NC(=O)c1ccc2nc(N3CCOCC3)sc2c1 (configuration not stated),-3,4,3.1,1,1,6,3,103,-2
COc1cc(CNc2nc3ccccc3n2C)cc(OC)c1OC,1,-3,-2.5,2,-1,-17,6,98,3
Cc1cc(/C=N/Nc2ccc([N+](=O)[O-])cn2)c(C)n1-c1ccc(C(=O)O)cc1,54*,-13,3.1,-19,8,1,3,89,-1
CCCNC(=O)Cn1nc([N+](=O)[O-])c([N+](=O)[O-])c1C,5,-9,4.3,-2,1,-4,9,128,2
COCCCNC(NC(=O)c1ccc(Cl)cc1)C(Cl)(Cl)Cl (configuration not stated),-2,-6,0.9,-4,-2,1,3,90,-4
Cc1ccc(Cn2c(=O)cc(C(=O)O)c3ccccc32)cc1,-6,-5,2.9,2,0,-4,12,103,-1
O=C(CCc1c[nH]c2ccccc12)NCc1ccc2c(c1)OCO2,-6,15,-1.1,2,3,-4,2,85,0

# (more compounds)
structure,TPT1 inhibitor,ZTA DNA inh,PP5 primary,HCV core dimer,Fh CTSL1 inh,JMJD2C inh,EBNA-1 inh,CR mimetic SO,PP1 counter
COc1ccc(/C=N/NC(=O)c2cccc(OC(F)(F)C(F)F)c2)cc1O,5,7,4.7,1,1,5,0,120,2
O=C(Nc1ccc(Cl)c(Cl)c1)c1ccc(Cl)c(Cl)c1,-1,10,2.2,-20,6,10,2,89,1
C/C(=N\NC(=O)CCc1ccccc1)c1ccc(Br)cc1,-2,10,1.3,5,-2,-7,14,94,6
Cc1c(C#N)c(O)[nH]c(=O)c1N=Nc1ccc(Cl)c(C(=O)O)c1,8,-1,0.6,4,-5,3,5,85,2
N#Cc1ccsc1NC(=O)C1CCN(C(=O)c2ccc(F)cc2)CC1,·,-10,2.9,·,·,12,·,99,0
CO[C@H]1O[C@@H]2O[C@@]3(C)CC[C@H]4[C@H](C)CC[C@@H]([C@H]1C)[C@@]24OO3,-2,1,-0.7,-1,1,0,-7,85,-3
CC(O)[C@H]1CNCCN1CC1(c2ccccc2)CC1 (some centres not stated),-1,-20,1.0,-2,0,6,6,105,-3
CC(=O)NS(=O)(=O)c1ccc(N2C(=O)c3ccccc3C2=O)cc1,-3,7,-1.4,2,2,-8,6,97,-3
CC(C)C(=O)NC(Nc1cccc([N+](=O)[O-])c1)C(Cl)(Cl)Cl (configuration not stated),-1,3,-0.9,-5,0,1,6,121,-4
COc1cccc(COC(=O)C2CCN(S(=O)(=O)c3cccs3)CC2)c1OC,2,1,-1.1,1,-2,-3,-4,96,-2
CCCCCC(=O)N/N=C/c1cccs1,0,1,1.3,2,8,-1,-4,110,-3
O=S(=O)(c1cccs1)N1CN(Cc2ccc(Cl)cc2)c2nc3ccccc3nc21,-6,-3,-0.3,5,4,·,26,102,1
CC(C)C[C@H](NC(=O)N1CC(=O)Nc2ccccc21)C(=O)N1CCC[C@H]1C(=O)O,-4,-1,0.9,-2,-4,-20,-4,99,-3
S=C(NCCN1CCOCC1)N1CCN(c2cccc(Cl)c2)CC1,-2,-3,2.9,-1,0,-3,7,88,3
Cc1ccccc1NC(=O)Cc1ccccc1,0,24,0.3,7,2,-7,14,98,2

# The last three records of the section above lead into the next:
structure,TPT1 inhibitor,ZTA DNA inh,PP5 primary,HCV core dimer,Fh CTSL1 inh,JMJD2C inh,EBNA-1 inh,CR mimetic SO,PP1 counter
CC(C)C[C@H](NC(=O)N1CC(=O)Nc2ccccc21)C(=O)N1CCC[C@H]1C(=O)O,-4,-1,0.9,-2,-4,-20,-4,99,-3
S=C(NCCN1CCOCC1)N1CCN(c2cccc(Cl)c2)CC1,-2,-3,2.9,-1,0,-3,7,88,3
Cc1ccccc1NC(=O)Cc1ccccc1,0,24,0.3,7,2,-7,14,98,2
N#Cc1nc(-c2ccccc2F)oc1NCCc1ccccc1,-2,-4,2.6,-4,2,9,7,104,-1
Cc1cc(C(F)(F)F)nn1CC(=O)N1CCOCC1,1,-7,0.4,-6,-2,7,10,84,-4
CCC(=O)N1CCN(c2ccc(NC(=O)c3ccc4ccccc4c3)cc2)CC1,1,27,0.2,-6,-2,0,-8,98,4
CC(/C=N/N1C(=O)CSC1=S)=C\c1ccccc1,3,0,2.1,5,0,-8,-2,103,-3
O=C(c1ccc(N2CCN(C3CC(=O)N(c4ccc(F)cc4)C3=O)CC2)cc1)c1cccnc1 (configuration not stated),-1,2,0.9,1,0,-1,2,96,-5
CCOC(=O)c1c(NC(=O)COC(=O)Cc2n[nH]c(=O)c3ccccc23)sc(C(=O)N(C)C)c1C,0,-19,0.3,9,-1,2,-3,106,-3
COc1cc2ccccc2nn1,-6,1,0.5,-1,0,-3,6,85,-4
O=C(OCC(=O)N1CCN(c2ccccc2)CC1)c1ccc2ccccc2n1,-3,-4,3.3,0,-4,2,-2,110,1
Cc1[nH]c2ccc(-c3n[nH]c(=S)n3-c3ccccc3)cc2c1C,-3,11,-0.5,-2,0,-15,-5,89,2
CCN(CC)C(=O)N(CC)Cc1ccccc1,1,4,3.6,-5,-2,-5,1,90,1
c1cncc(-c2csc(-c3cccnc3)n2)c1,2,-8,0.5,-12,2,-1,-8,97,-3
CN(C(=O)CSc1nnc(CN2CCCC2)n1Cc1ccccc1)c1ccccc1,-2,-7,-0.5,-7,2,-1,3,84,-3
CC(NC(=O)C1CCCN(S(=O)(=O)c2ccc(-n3cnnn3)cc2)C1)c1ccc(F)cc1 (configuration not stated),-2,-2,2.4,4,0,-34,-5,106,-6
CCOc1ccc(C(=O)Oc2cc(C)[nH]c(=O)c2[N+](=O)[O-])cc1OCC,-3,-22,1.9,-1,0,11,-2,88,-2
CCOP(=O)(OCC)c1nc(-c2ccc(F)cc2)oc1NCc1ccccc1,1,5,3.5,5,4,-3,-3,93,2
CSc1ccc(/C=C(\C#N)C(=O)NC2CCCCC2)cc1,-3,-4,-3.8,-2,-5,-4,-20,60*,-3

# Compound activity from PubChem.
